IL2 activator: activates IL-2 in a cell-based reporter assay. activation, % (series mostly up to about 46 µM). actives 0.065% (n = 360,000). AID 652025. IL-2 activation reporter assay, cell-based qHTS; stimulated with anti-CD3/CD4/CD28 beads; in transgenic mouse T cells; in the data active = activation above about 50%; inconclusive = mostly about 30% to 49%; note: 0% is about no effect
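Screening format: compound pinned onto unstimulated transgenic mouse T cells, 60 min incubation, then anti-CD3/anti-CD4/anti-CD28 bead stimulation for 18 hours at 37 degrees C, followed by EGFP and DsRed detection.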
EPAC1 agonist: activates human EPAC1 exchange factor; Potency, µM (titrated, usually from 154 µM), without a hit: at the top dose activation, usual class: activators; actives 0.073% (n = 360,000); O95398; EPAC1 agonist qHTS, biochemical assay; response scale: 100% = response to 6.5 mM cAMP; note: potency is the fitted concentration of half-maximal effect; nearly all actives have a fitted effect of over 60% in size
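Nucleotide exchange assay: 100 nM EPAC1 with 250 nM Rap1B loaded with BODIPY-GDP and 50 uM GDP, room temperature. Fluorescence (480/540 nm) read every 5 min for 30 min; signal change normalized to 6.5 mM cAMP as full agonist.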
Abeta yeast res: A-beta toxicity reversal in yeast; yeast expressing A-beta42, growth rescue, OD600, 48 h; response scale: 0% DMSO, 100% iron-clioquinol control; Potency, µM (series often up to 46.1 µM), for inactives: at the highest dose growth rescue, most hits filed as activators; actives 0.063% (n = 410,000); AID 1347071; note: potency is the fitted concentration of half-maximal effect; nearly all actives have a fitted effect of over 55% in size
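Yeast growth medium received pinned compounds, then yeast cells expressing toxic A-beta were added; plates incubated at 30 C for 48 hr. Growth read as absorbance at 600 nm, normalized to DMSO and equimolar FeCl3 plus clioquinol controls.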
EPAC1 antag: blocks human EPAC1 exchange factor. EPAC1 GEF assay, Rap1b-BODIPY-GDP exchange fluorescence. Potency, µM (doses to about 115 µM), inactives show at the top dose activity change, negative = inhibition, usual class: inhibitors. AID 720709. O95398. actives 0.14% (n = 360,000);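 note: potency is the fitted concentration of half-maximal effect; plate controls were vehicle for no effect and positive control for full effect; nearly all actives have a fitted effect of over 50% in size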
WRN helicase inh: blocks human WRN helicase. actives 0.46% (n = 360,000). WRN helicase unwinding, fluorescent forked duplex, kinetic. Potency, µM (highest dose often 114 µM), without a hit: at the highest dose activity change, negative = inhibition, most hits filed as inhibitors. Q14191; note: potency is the fitted concentration of half-maximal effect; % is set by controls: 0 for no effect and ±100 for the full control effect; nearly all actives have a fitted effect of over 55% in size
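Primary qHTS, 1536-well format. 20 nM WRN + compound, 15 min RT; start with 100 nM forked fluorophore/quencher duplex, 2 mM ATP (final); kinetic read ex 525/em 598 nm.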
PLK1 PBD inh: PLK1 (human) polo-box domain binding inhibition; P53350; Plk1 PBD binding of FITC phosphopeptide, fluorescence polarization; Potency, µM, for the others: max response, negative = inhibition, most hits filed as inhibitors; actives 2.8% (n = 360,000); AID 720504; note: potency is the fitted concentration of half-maximal effect; series mostly up to about 57 µM; % is set by controls: 0 for no effect and ±100 for the full control effect; nearly all actives have a fitted effect of over 65% in size
Target sequence (P53350 whole entry, looked up, the tested form may be a part): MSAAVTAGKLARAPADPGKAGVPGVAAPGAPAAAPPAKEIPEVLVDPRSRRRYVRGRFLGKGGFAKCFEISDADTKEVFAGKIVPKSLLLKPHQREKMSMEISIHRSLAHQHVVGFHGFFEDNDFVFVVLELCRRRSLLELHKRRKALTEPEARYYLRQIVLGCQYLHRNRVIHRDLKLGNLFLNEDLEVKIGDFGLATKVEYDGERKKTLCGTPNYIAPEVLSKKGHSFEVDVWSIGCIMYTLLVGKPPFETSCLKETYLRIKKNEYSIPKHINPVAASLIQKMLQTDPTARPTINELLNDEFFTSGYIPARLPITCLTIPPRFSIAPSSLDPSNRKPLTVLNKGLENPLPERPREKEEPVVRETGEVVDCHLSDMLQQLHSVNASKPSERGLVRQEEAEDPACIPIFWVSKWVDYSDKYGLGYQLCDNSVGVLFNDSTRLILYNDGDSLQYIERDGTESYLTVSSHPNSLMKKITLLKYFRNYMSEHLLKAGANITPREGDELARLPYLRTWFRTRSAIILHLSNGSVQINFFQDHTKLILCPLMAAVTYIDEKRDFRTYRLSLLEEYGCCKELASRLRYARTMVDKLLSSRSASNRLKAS
PI5P4Ka inh: inhibitors of human PI5P4K alpha. P48426. PI5P4Kalpha enzyme, ADP-Glo luminescence, 60 min; stronger effect = lower value. max response, %. actives 1.2% (n = 330,000); active = max response of -50% or lower; inconclusive = between -30% and -50%; inactive = -30% or higher; note: value at the top dose of about 77 µM; % is set by controls: 0 for no effect and ±100 for the full control effect
Target sequence (P48426 whole entry, looked up): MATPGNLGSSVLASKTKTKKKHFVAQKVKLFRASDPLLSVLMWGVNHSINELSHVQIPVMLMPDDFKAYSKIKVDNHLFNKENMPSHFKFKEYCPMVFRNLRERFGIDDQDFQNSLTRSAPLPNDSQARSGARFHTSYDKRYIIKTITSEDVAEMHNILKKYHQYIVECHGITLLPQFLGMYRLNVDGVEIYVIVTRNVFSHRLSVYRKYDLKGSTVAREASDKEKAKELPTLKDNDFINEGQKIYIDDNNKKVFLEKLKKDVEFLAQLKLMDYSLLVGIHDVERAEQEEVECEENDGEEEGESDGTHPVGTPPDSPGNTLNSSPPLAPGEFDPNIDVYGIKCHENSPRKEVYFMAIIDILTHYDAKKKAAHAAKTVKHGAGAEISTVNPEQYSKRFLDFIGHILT
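Controls without substrate or without enzyme flank wells where PI5P4Kalpha converts substrate using 5 microM ATP (final). Incubation lasts 60 minutes at room temperature; ADP formed is read by ADP-Glo luminescence.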
FUS suppressor: rescues growth of FUS-expressing yeast | S. cerevisiae FUS-expressing, growth rescue, OD600, 24 h | Potency, µM (doses to about 76.6 µM), for inactives: at the top dose growth rescue (activation), usual class: activators | actives 0.24% (n = 390,000);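 note: potency is the fitted concentration of half-maximal effect; plate controls were DMSO vehicle for no effect and reference control for full effect; nearly all actives have a fitted effect of over 55% in size; some results filed as inactive show a strong effect at the top dose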
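Toxicity suppression screen in FUS-yeast. Cells induced with 2% galactose, starting OD 0.005, treated 24hr at 30C with compounds at multiple final concentrations; growth by OD600.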
Numbers without * were called inactive; [ ] = another dose, or the depositor's remark. Unless noted, calls come from the whole dose curve; as a rule, active = well fitted curve in the direction sought with a large enough effect; inconclusive = small, poorly fitted or top-dose-only effect, or another doubt; inactive = no such curve, though single readings can be large; an effect the other way counts as inactive or inconclusive.

How did CSCCC(NC(=O)c1ccco1)C(=O)NCCc1ccc(F)cc1 (centres undefined) do in these assays?
IL2 activator: 0.2; EPAC1 agonist: -2%; Abeta yeast res: -11%; EPAC1 antag: -10%; WRN helicase inh: 5%; PLK1 PBD inh: -4%; PI5P4Ka inh: -3; FUS suppressor: -7%

Results for C#CCOCCOCCOCCNc1nc(N2CCN(C(=O)[C@H]([C@@H](C)CC)n3cc(CCCN=C(N)N)nn3)CC2)nc(N2CCN(C(=O)[C@H](C)n3cc(CCCN=C(N)N)nn3)CC2)n1 ?
IL2 activator: 0.2; EPAC1 agonist: -13%; Abeta yeast res: 2%; EPAC1 antag: 2%; WRN helicase inh: 1%; PLK1 PBD inh: -1%; PI5P4Ka inh: 0; FUS suppressor: inconclusive

What do the screens show for `CCCCOc1ccc(-c2nnn(CC(=O)NCc3ccco3)n2)cc1`?
IL2 activator: -2.8; EPAC1 agonist: -2%; Abeta yeast res: 4%; EPAC1 antag: -4%; WRN helicase inh: -9%; PLK1 PBD inh: -8%; FUS suppressor: 3%

How did CCOc1ccc(C(=S)N2CCCC2)c(OCC)c1 do in these assays?
IL2 activator: -0.2; EPAC1 agonist: 3%; Abeta yeast res: inconclusive; EPAC1 antag: -26%; WRN helicase inh: -9%; PLK1 PBD inh: 12µM*; PI5P4Ka inh: -14; FUS suppressor: -3%

How did CC(=O)N1c2ccccc2C(C)=CC1(C)C do in these assays?
IL2 activator: 0.3; EPAC1 agonist: -9%; Abeta yeast res: -3%; EPAC1 antag: -7%; WRN helicase inh: 0%; PLK1 PBD inh: -14%; PI5P4Ka inh: 1; FUS suppressor: -1%

How did CCCn1c(N2CCN(Cc3ccc(Cl)cc3)CC2)nc2ccccc21 do in these assays?
IL2 activator: -3.8; EPAC1 agonist: 7%; Abeta yeast res: 15%; EPAC1 antag: -8%; WRN helicase inh: 2%; PLK1 PBD inh: 4%; PI5P4Ka inh: 3; FUS suppressor: -9%

Results for CCCCCN(C(=O)CCC(=O)OCc1cccc(C(F)(F)F)c1)c1c(N)n(CCCC)c(=O)[nH]c1=O ?
IL2 activator: -0.1; EPAC1 agonist: -32%[inhibitor]; Abeta yeast res: 12%; EPAC1 antag: -9%; WRN helicase inh: 10%; PLK1 PBD inh: -4%; PI5P4Ka inh: 8; FUS suppressor: 28%

What do the screens show for `C=C(C)COc1ccc2c(C)c(C)c(=O)oc2c1OCC(=C)C`?
IL2 activator: -0.2; EPAC1 agonist: -13%; Abeta yeast res: -2%; EPAC1 antag: 1%; WRN helicase inh: 4%; PLK1 PBD inh: -6%; PI5P4Ka inh: 8; FUS suppressor: 19%

What do the screens show for `CCCCOc1ccc(Br)cc1/C(C)=N/NC1=NCCN1`?
IL2 activator: -0.7; EPAC1 agonist: 5%; Abeta yeast res: -8%; EPAC1 antag: -5%; WRN helicase inh: -9%; PLK1 PBD inh: -7%; PI5P4Ka inh: 1; FUS suppressor: -3%

How did CCOC(=O)c1c(C)c(C(=O)NCCN2CCOCC2)c(C)n1C do in these assays?
IL2 activator: -2.3; EPAC1 agonist: 3%; Abeta yeast res: -5%; EPAC1 antag: -2%; WRN helicase inh: 1%; PLK1 PBD inh: -8%; FUS suppressor: inconclusive

What do the screens show for `C[C@H](NC(=O)[C@@H]1CCC(=O)N1Cc1ccco1)c1ccccc1`?
IL2 activator: -3.5; EPAC1 agonist: -15%; Abeta yeast res: -4%; EPAC1 antag: -4%; WRN helicase inh: 4%; PLK1 PBD inh: -6%; PI5P4Ka inh: -4; FUS suppressor: -7%

What do the screens show for `CCO[C@@H]1OC(C(=O)Nc2ccccc2)=C[C@H](c2ccc(Br)cc2)[C@H]1CCCO`?
IL2 activator: 0.2; EPAC1 agonist: 5%; Abeta yeast res: 25%; EPAC1 antag: -23%; WRN helicase inh: -14%; PLK1 PBD inh: -2%; PI5P4Ka inh: 6; FUS suppressor: inconclusive

Results for Cc1ccccc1Oc1ncnc(N)c1[N+](=O)[O-] ?
IL2 activator: 1.0; EPAC1 agonist: 7%; Abeta yeast res: 23%; EPAC1 antag: -23%; WRN helicase inh: -4%; PLK1 PBD inh: -6%; PI5P4Ka inh: 8; FUS suppressor: 3%

What do the screens show for `Cc1cc(NC(=O)c2cc(-c3ccc(OC(C)C)cc3)nc3ccccc23)no1`?
IL2 activator: -2.5; EPAC1 agonist: 7%; Abeta yeast res: -9%; EPAC1 antag: -20%; WRN helicase inh: -5%; PLK1 PBD inh: -2%; PI5P4Ka inh: 5; FUS suppressor: 12%

Results for Cc1cccc(C(=O)N2CCC(=O)N(C(COCc3ccc(Cl)cc3)Cc3ccccc3)CC2)c1 (centres undefined) ?
IL2 activator: 0.3; EPAC1 agonist: 0%; Abeta yeast res: 1%; EPAC1 antag: -5%; WRN helicase inh: -1%; PLK1 PBD inh: -1%; PI5P4Ka inh: 0; FUS suppressor: inconclusive

How did COc1ccc(NC(=O)Cc2cccs2)c(OC)c1 do in these assays?
IL2 activator: -1.2; EPAC1 agonist: 10%; Abeta yeast res: 4%; EPAC1 antag: 6%; WRN helicase inh: -4%; PLK1 PBD inh: -12%; PI5P4Ka inh: -6; FUS suppressor: 43%

How did CN(CCOc1ccccc1)C(=O)CNC(=O)c1ccc(C(C)(C)C)cc1 do in these assays?
IL2 activator: -0.4; EPAC1 agonist: 3%; Abeta yeast res: 18%; EPAC1 antag: -18%; WRN helicase inh: -7%; PLK1 PBD inh: -12%; PI5P4Ka inh: 21; FUS suppressor: 26%

What do the screens show for `O=C(c1ccccc1)C1C(c2ccccc2)C1[N+](=O)[O-]` (centres undefined)?
IL2 activator: -2.2; EPAC1 agonist: 5%; Abeta yeast res: 10%; EPAC1 antag: -9%; WRN helicase inh: -1%; PLK1 PBD inh: -5%; PI5P4Ka inh: 5; FUS suppressor: -8%

How did NC(=O)[C@@H]1CCCCNc2c(I)cc([N+](=O)[O-])cc2C(=O)N[C@@H](CCC(=O)O)C(=O)N[C@@H](CO)C(=O)N1 do in these assays?
IL2 activator: 0.3; EPAC1 agonist: -11%; Abeta yeast res: -14%; EPAC1 antag: 3%; WRN helicase inh: inconclusive; PLK1 PBD inh: -16%; PI5P4Ka inh: -25; FUS suppressor: 21%

How did NC(=O)c1oc2ccccc2c1NC(=O)CCc1ccccc1 do in these assays?
IL2 activator: 3.3; EPAC1 agonist: -6%; Abeta yeast res: 19%; EPAC1 antag: -9%; WRN helicase inh: -4%; PLK1 PBD inh: 4%; PI5P4Ka inh: 10; FUS suppressor: -3%

Entries from the list above with fluorine (2):
How did CSCCC(NC(=O)c1ccco1)C(=O)NCCc1ccc(F)cc1 (centres undefined) do in these assays?
IL2 activator: 0.2; EPAC1 agonist: -2%; Abeta yeast res: -11%; EPAC1 antag: -10%; WRN helicase inh: 5%; PLK1 PBD inh: -4%; PI5P4Ka inh: -3; FUS suppressor: -7%

Results for CCCCCN(C(=O)CCC(=O)OCc1cccc(C(F)(F)F)c1)c1c(N)n(CCCC)c(=O)[nH]c1=O ?
IL2 activator: -0.1; EPAC1 agonist: -32%[inhibitor]; Abeta yeast res: 12%; EPAC1 antag: -9%; WRN helicase inh: 10%; PLK1 PBD inh: -4%; PI5P4Ka inh: 8; FUS suppressor: 28%

Next structures
Results for Cc1ccc(N=Cc2ccc[nH]2)c(O)c1 ?
IL2 activator: -0.9; EPAC1 agonist: 10%; Abeta yeast res: -13%; EPAC1 antag: 5%; WRN helicase inh: -9%; PLK1 PBD inh: -6%; FUS suppressor: 35µM*

What do the screens show for `CCN(CC)S(=O)(=O)c1ccc(C(=O)OCCN2C(=O)c3cccc4c(N5CCOCC5)ccc(c34)C2=O)cc1`?
IL2 activator: -0.8; EPAC1 agonist: inconclusive; Abeta yeast res: 15%; EPAC1 antag: 49%[activator]; WRN helicase inh: -6%; PLK1 PBD inh: inconclusive; PI5P4Ka inh: -4; FUS suppressor: -4%

Results for CC(C)c1ccc(O)c(NC(=O)c2cncc(Br)c2)c1 ?
IL2 activator: -0.2; EPAC1 agonist: -8%; Abeta yeast res: 18%; EPAC1 antag: -3%; WRN helicase inh: -2%; PLK1 PBD inh: 1%; PI5P4Ka inh: 2; FUS suppressor: -7%

Results for COc1ccc(-c2[nH]ncc2CN2CCCN(C(=O)c3ccco3)CC2)cc1F ?
IL2 activator: -2.8; EPAC1 agonist: 9%; Abeta yeast res: -4%; EPAC1 antag: 5%; WRN helicase inh: 5%; PLK1 PBD inh: 7%; PI5P4Ka inh: 5; FUS suppressor: -23%

How did COc1cc(NC(=O)CN2C(=O)NC(C)(c3ccc(OC(F)F)cc3)C2=O)cc(OC)c1OC (centres undefined) do in these assays?
IL2 activator: -2.6; EPAC1 agonist: -4%; Abeta yeast res: 6%; EPAC1 antag: -7%; WRN helicase inh: -5%; PLK1 PBD inh: -5%; PI5P4Ka inh: 23; FUS suppressor: 6%

What do the screens show for `NC(COCc1ccccc1)c1csc(Nc2ccc(S(N)(=O)=O)cc2)n1` (centres undefined)?
IL2 activator: 1.8; EPAC1 agonist: 0%; Abeta yeast res: -12%; EPAC1 antag: 7%; WRN helicase inh: -6%; PLK1 PBD inh: -2%; PI5P4Ka inh: -2; FUS suppressor: -13%

Results for COc1ccc(-c2noc(CN(C(=O)c3ccc(OC(C)=O)cc3)C(C)C)n2)cc1OC ?
IL2 activator: 1.3; EPAC1 agonist: -2%; Abeta yeast res: 7%; EPAC1 antag: -3%; WRN helicase inh: 10%; PLK1 PBD inh: -3%; PI5P4Ka inh: -5; FUS suppressor: 12%

What do the screens show for `CC(C(=O)N1CCN(C=O)CC1)N1C(=O)c2ccccc2C1=O` (centres undefined)?
IL2 activator: -0.5; EPAC1 agonist: 7%; Abeta yeast res: 9%; EPAC1 antag: 5%; WRN helicase inh: 16%; PLK1 PBD inh: 19µM*; PI5P4Ka inh: -19; FUS suppressor: -20%

How did Cc1csc(NC(=S)Nc2cccc(Cl)c2)n1 do in these assays?
IL2 activator: -4.3; EPAC1 agonist: 11%; Abeta yeast res: inconclusive; EPAC1 antag: -12%; WRN helicase inh: -17%; PLK1 PBD inh: -10%; PI5P4Ka inh: 2

How did CCCCCCNC(=O)c1cn(CC)c2cc(N3CCN(C)CC3)c(F)cc2c1=O do in these assays?
IL2 activator: -2.3; EPAC1 agonist: -10%; Abeta yeast res: 14%; EPAC1 antag: -2%; WRN helicase inh: -7%; PLK1 PBD inh: 0%; PI5P4Ka inh: -10; FUS suppressor: inconclusive

From PubChem
